Screening results (PubChem)
USP17 block: human USP17-like deubiquitinase inhibition; 6.5% of 47,000 active; inhibition, % at 50 µM; purified USP17, Ub-rhodamine cleavage fluorescence, 3 h
USP10 inh: human USP10 deubiquitinase inhibition | purified USP10, Ub-rhodamine fluorescence, 60 min | Q14694 | AID 1645856 | 1.1% of 47,000 active | inhibition, % at 20 µM
UCHL1 inh: inhibitors of human UCHL1 deubiquitinase | 0.2% of 47,000 active | P09936 | AID 1645859 | inhibition, % at 20 µM | purified UCHL1, Ub-rhodamine cleavage fluorescence
USP30 inh: human USP30 deubiquitinase inhibition. Q70CQ3. purified USP30, Ub-rhodamine cleavage fluorescence. inhibition, % at 25 µM. 5.3% of 47,000 active
USP8 block: inhibitors of human USP8 deubiquitinase; 4.2% of 47,000 active; purified USP8, Ub-rhodamine cleavage fluorescence, 30 min; P40818; inhibition, % at 20 µM
OTUD3 block: human OTUD3 deubiquitinase inhibition. Q5T2D3. purified OTUD3, Ub-rhodamine fluorescence, 2 h. AID 1645858. inhibition, % at 25 µM. 0.7% of 47,000 active
USP28 block: blocks human USP28 ubiquitin-rhodamine cleavage | Q96RU2 | purified USP28, Ub-rhodamine cleavage fluorescence, 30 min | inhibition, % at 25 µM | 3% of 47,000 active
USP7 block: blocks human USP7 ubiquitin-rhodamine cleavage; inhibition, % at 20 µM; AID 1645854; Q93009; purified USP7, Ub-rhodamine cleavage fluorescence; 0.3% of 47,000 active
Target sequence (Q93009 whole entry, looked up): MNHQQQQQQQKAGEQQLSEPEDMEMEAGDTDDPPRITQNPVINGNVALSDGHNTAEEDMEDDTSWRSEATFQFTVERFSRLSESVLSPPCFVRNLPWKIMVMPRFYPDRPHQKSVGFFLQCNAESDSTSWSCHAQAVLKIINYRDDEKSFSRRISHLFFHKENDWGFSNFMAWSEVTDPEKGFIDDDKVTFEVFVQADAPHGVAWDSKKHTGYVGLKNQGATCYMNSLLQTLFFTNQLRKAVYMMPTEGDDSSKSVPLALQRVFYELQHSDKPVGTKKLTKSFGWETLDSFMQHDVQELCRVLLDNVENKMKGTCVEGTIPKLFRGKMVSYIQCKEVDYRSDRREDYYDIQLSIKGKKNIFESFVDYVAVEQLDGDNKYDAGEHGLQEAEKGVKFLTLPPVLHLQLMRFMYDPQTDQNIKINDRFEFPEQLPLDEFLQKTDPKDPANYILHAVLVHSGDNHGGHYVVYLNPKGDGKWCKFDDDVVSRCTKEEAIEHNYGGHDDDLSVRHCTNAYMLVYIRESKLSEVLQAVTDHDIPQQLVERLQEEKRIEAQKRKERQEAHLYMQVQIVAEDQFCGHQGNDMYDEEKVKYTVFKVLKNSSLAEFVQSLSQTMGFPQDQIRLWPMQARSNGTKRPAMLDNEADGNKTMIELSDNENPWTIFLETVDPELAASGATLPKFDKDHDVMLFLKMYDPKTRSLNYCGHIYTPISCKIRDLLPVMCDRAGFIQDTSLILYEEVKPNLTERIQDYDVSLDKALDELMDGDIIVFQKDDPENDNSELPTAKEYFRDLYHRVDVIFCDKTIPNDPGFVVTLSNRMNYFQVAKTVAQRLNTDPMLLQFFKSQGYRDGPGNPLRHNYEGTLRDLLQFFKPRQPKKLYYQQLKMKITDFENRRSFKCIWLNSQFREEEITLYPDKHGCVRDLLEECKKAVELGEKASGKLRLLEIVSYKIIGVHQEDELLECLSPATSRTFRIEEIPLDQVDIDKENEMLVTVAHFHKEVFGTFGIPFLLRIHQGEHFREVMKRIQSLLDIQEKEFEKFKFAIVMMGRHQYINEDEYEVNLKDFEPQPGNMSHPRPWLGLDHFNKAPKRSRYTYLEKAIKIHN
Numbers without * were called inactive; i = inactive; x = not tested or not shown. No stated cut-off is given here; in the data, active means inhibition above about 30%; inactive means the rest.

USP17 block	USP10 inh	UCHL1 inh	USP30 inh	USP8 block	OTUD3 block	USP28 block	USP7 block	Molecule
5	7	3	8	3	-7	-8	0	COc1ccc(N2CCN(Cc3cc(=O)oc4cc(O)ccc34)CC2)cc1
0	2	1	23	2	0	1	9	NC(=O)CCNC(=O)c1cnc2n1CC(c1cccc(C(F)(F)F)c1)CC2 (stereo not drawn)
-10	-3	0	-15	-106	-8	-13	-5	CCC1(C)Cc2c(sc3nc(SCC(=O)NCc4ccco4)nc(N)c23)CO1 (stereo not drawn)
13	21	8	19	26	-3	13	6	CCCOC(=O)c1cc(NC(=O)c2ccc(-c3ccccc3)cc2)ccc1N1CCOCC1
17	28	5	38*	-107	0	13	4	O=C(COC(=O)C(Cc1c[nH]c2ccccc12)NC(=O)c1ccccc1Cl)c1ccc([N+](=O)[O-])cc1 (stereo not drawn)
-6	12	1	-15	20	-12	25	-8	O=C1CC(c2cccc(O)c2)c2ccc3ccccc3c2N1 (stereo not drawn)
-21	-8	-4	-41	-5	-32	-3	-19	O=C(NCc1ccc(Cl)cc1)c1ccc2noc(-c3ccccc3)c2c1
0	0	1	5	2	3	1	2	COCCN=C1NC(=O)C(CC(=O)Nc2cccc(Cl)c2C)S1 (stereo not drawn)
-3	2	-3	-3	-5	-12	-4	-19	Cc1cc(Cl)ccc1OCC(=O)Nc1ncccc1C
11	2	-2	0	0	-5	15	-4	O=C(CCCc1nc(-c2ccccc2)no1)Nc1ccc2c(c1)OCCO2
4	-4	-1	-17	-15	-6	5	-3	Cc1ccc(CSc2nnc(-c3cnccn3)n2Cc2ccco2)cc1
-16	0	-1	-6	-8	-4	31*	1	CCn1ccc2c(cc(C(=O)Nc3cccc(C)c3C)n2C)c1=O
-7	-1	1	-5	0	0	-2	1	Cc1ccc(Nc2nc(NCCN3CCOCC3)nc3c2cnn3C)cc1
-13	-2	-1	2	-84	10	3	2	O=C(NCc1ccccc1)C1Cn2ccnc2C2(CCN(C(=O)Cc3ccccc3)CC2)O1 (stereo not drawn)
10	14	8	20	8	20	56*	-6	CCOc1ccccc1NC(=O)COc1cc(OC)ccc1C(=O)c1ccccc1
-1	8	0	40*	-4	0	-1	6	C=C1CCC[C@]2(C)C[C@H]3OC(=O)C(CN4CCCCC4CC)[C@H]3CC12 (stereo partly drawn)
0	0	1	0	-8	0	3	2	O=C(NCc1ccc2c(c1)OCO2)c1cn(-c2ccccc2Cl)nn1
-63	-5	-20	-376	-3	-108	-148	-26	CCc1ccc(-n2cc(OC(C)=O)c3c2nc(C)n2c4ccccc4nc32)cc1
4	-2	0	1	3	5	3	2	CC1(C)Cc2c(c(N3CCCC3)nc3sc4c(NCc5ccccn5)ncnc4c23)CO1
-8	3	3	2	6	-5	4	-1	Cc1nn(CC(=O)Nc2ccccn2)c2nc(C3CC3)cc(C(F)(F)F)c12
6	7	5	16	10	1	14	9	CSc1cccc(NC(=O)c2csc3c2CCCCC3)c1
78*	27	23	-20	64*	30	30	14	CC(=O)[C@H]1c2c(c(O)c3c(O)cccc3c2-c2c3c(c(O)c4c(O)cccc24)C(=O)C[C@](C)(O)[C@H]3C(C)=O)C(=O)C[C@]1(C)O
-8	-2	-2	-8	0	-2	0	-2	COc1cccc(CNc2ncc(-c3cc(C)no3)c([C@H]3CCCO3)n2)c1
5	0	0	14	5	4	5	3	Cc1ccc2nc(C(=O)N3CCOCC3c3[nH]ncc3C)cn2c1 (stereo not drawn)
-2	-4	-3	-56	-2	-17	-17	-4	O=C(Cc1ccccc1)N[C@@H](Cc1ccccc1)C(=O)N1CCC2(CC1)NCCc1[nH]cnc12

Carrying on:
USP17 block	USP10 inh	UCHL1 inh	USP30 inh	USP8 block	OTUD3 block	USP28 block	USP7 block	Molecule
-14	1	-4	5	-78	0	2	-3	Cc1ccccc1CN1CCC2(COCc3c(C)nc(N4CCOCC4)nc32)C1 (stereo not drawn)
-10	-2	0	-21	-4	-10	-2	-9	O=C1Cc2cc(S(=O)(=O)Nc3ccc(Cl)cc3)cc3c2N1CCC3
-1	-3	3	10	-36	6	5	0	CCC(=O)Nc1nc2c(s1)CN(S(=O)(=O)c1ccc(C)cc1)CC2
-4	1	2	-10	-24	4	16	-10	Cc1ccc(NC2c3ccccc3C(=O)N2c2ccccn2)cc1 (stereo not drawn)
-1	0	1	-12	2	-5	-6	-1	O=C(N[C@@H]1C[C@@H]2CO[C@H](c3ccccc3)C[C@@H]2C1)N1CCOCC1
x	10	13	-7	-4	-6	33*	-167	Cc1nc(-c2ccccc2)n(Cc2ccc(F)cc2)c(=O)c1CCO
43*	5	2	27	24	9	16	9	Cc1ccsc1CNC(=O)Nc1ccc(C(F)(F)F)cc1
-2	-3	-6	-2	-40	1	-6	-28	Cc1ccc(C2CC(=O)C3=C(C2)Nc2ccccc2NC3c2cccnc2)cc1 (stereo not drawn)
-16	-10	-10	-121	-13	-32	-12	-7	O=C(O)COc1ccccc1C(c1c[nH]c2ccccc12)c1c[nH]c2ccccc12
7	3	0	15	13	4	3	0	CCOC(=O)C1CCN(C(=O)c2ccc(CNS(=O)(=O)c3ccc(C)cc3)cc2)CC1
5	-5	-157	-179	55*	-39	8	-86	COc1ccc(NC(=O)C2[C@@H]3C(=O)N(c4ccc5c(c4)OCO5)C(=O)[C@@H]3[C@H]3c4ccccc4C=CN23)cc1 (stereo partly drawn)
-38	-3	1	0	-302	12	3	2	Cc1ccc(Nc2nccc(C3CCCN3CC(N)=O)n2)nc1 (stereo not drawn)
-6	4	3	-6	-51	-1	18	2	COc1ccc(NC(=O)N(Cc2ccc(F)cc2)Cc2cc3cc4c(cc3[nH]c2=O)OCCO4)cc1
17	1	5	13	-1	12	8	-2	CC(C)NC(=O)COc1cc2c(c3oc(=O)c4c(c13)CCC4)CCC(C)(C)O2
-21	2	-3	x	-4	-9	x	-4	COc1ccccc1C(=O)NCC(=O)OCc1ccc(F)cc1
-24	0	4	2	-223	2	8	6	Cc1ccc(CN2CC[C@H]3C[C@H](C(=O)Nc4cccnc4)O[C@@H]3C2)s1
-4	4	-2	1	0	0	-4	0	COCCNC(=O)c1nc(Cn2c(C(F)F)nc3ccccc32)no1
-9	-1	0	-3	-13	0	-1	1	CN1C(=O)c2ccc(NC(=O)CCCc3nc(-c4cccnc4)no3)cc2C1=O
-10	-3	-2	-30	0	-10	-9	x	CCc1ccc(S(=O)(=O)N2CCN=C2N2CCCCC2)cc1
0	4	6	24	4	5	13	0	O=C(CCCc1c[nH]c2ccccc12)N1CCN(C(=O)c2ccc(Cl)c(Cl)c2)CC1
1	-4	-3	-2	-15	-2	-4	-1	CCOc1ncccc1CNC(=O)c1cnccn1
-1	1	0	1	-5	0	0	-7	O=c1ccc(S(=O)(=O)N2CCCCC2)cn1Cc1ccc(F)cc1
-12	-5	-6	-14	-1	-6	-3	-2	Clc1cccc(-n2ncc3c2ncn2nc(-c4ccccc4)nc32)c1
-26	1	4	12	-136	8	5	1	O=C(N1CCOCC1)N1CCn2c(nnc2-c2cncc(Br)c2)C1
-4	72*	0	-4	-8	0	-2	1	Cc1ccc2c(CNCCC3=CCCCC3)c(C(=O)O)n(C)c2c1

(cont.)
USP17 block	USP10 inh	UCHL1 inh	USP30 inh	USP8 block	OTUD3 block	USP28 block	USP7 block	Molecule
-16	-1	0	-14	-3	-12	-19	-5	Cc1nc(C2CCN(Cc3cccc(C#N)c3)CC2)no1
12	31*	0	16	49*	2	-7	10	O=C(Nc1cccnc1)C1c2ccccc2C(=O)N(c2ccccc2)C12CCCCC2 (stereo not drawn)
-8	0	6	-50	-12	-4	62*	11	CCc1nc2cc(NC(=O)c3cccc(N4CCCC4=O)c3)ccc2n1C
x	6	0	-13	-51	0	-1	0	O=C(NC1CCCC1)N1CC[C@H]2CO[C@H](CNc3ncccn3)[C@H]2C1
-14	0	0	3	-5	-7	-2	0	CC(C)n1ncc2c(C(=O)NCc3ccccc3CN(C)C)cc(C3CC3)nc21
6	0	2	-6	17	-6	-2	0	CC(C(=O)Nc1ccc2c(c1)OCO2)N(c1cccc(Cl)c1)S(C)(=O)=O (stereo not drawn)
15	11	0	12	10	-3	2	6	COc1ccccc1-c1nnc(NC(=O)CC(C)C)s1
0	0	-3	6	-7	-3	0	-4	Cc1ccc(S(=O)(=O)C(CNC(=O)c2ccc(Cl)cc2Cl)c2cccnc2)cc1 (stereo not drawn)
5	0	-2	-6	-2	5	-13	-4	O=S(=O)(c1ccc(Cl)cc1)N1CCCC1c1ccco1 (stereo not drawn)
9	8	3	1	1	10	4	-4	COc1ccccc1N1CCN(C(=O)c2snc(-c3ccccn3)c2N)CC1
1	9	2	3	5	3	0	1	COCc1cc(Sc2ccc(OC)cc2)nc(-c2ccccc2)n1
23	4	1	21	24	23	7	2	CCCc1cc(=O)oc2c3c(cc(OCC(=O)O)c12)OC(C)(C)CC3
-18	-5	-9	-63	-4	-16	-17	-9	COc1cc(OC)c(C2CC(=O)Nc3nc(C)[nH]c(=O)c32)cc1OC (stereo not drawn)
11	-2	0	19	0	8	7	1	O=C(c1ccccc1)N1CC[C@@H]2[C@H](C1)CN2C(=O)NC1CCCCC1
-7	-2	1	-6	-5	-6	-12	x	CN(C)c1ncc(C2Nc3cc(Cl)ccc3C3=NCCN32)cn1 (stereo not drawn)
x	9	-1	-13	-41	-12	-5	1	O=C(c1ccc2noc(-c3ccc(Cl)cc3)c2c1)N1CCN(c2ccccn2)CC1
-1	1	3	2	2	-2	4	5	Cc1cccc(Nc2nc(NCCCO)nc3c2cnn3C)c1
4	4	3	2	0	10	7	5	COc1ccc(C)cc1NC(=O)C1CCCCN1S(=O)(=O)c1ccccc1 (stereo not drawn)
1	-4	0	6	3	2	-2	-3	O=C(NCc1noc(C2CCCCC2)n1)c1ccccc1C(F)(F)F
-3	-1	3	17	2	13	13	-35	Cc1ccc(CN2C(=O)C3(CC(=O)Nc4[nH]ncc43)c3ccccc32)cc1 (stereo not drawn)
15	-4	4	x	-1	4	x	5	Cn1c(=O)c2cc(C(=O)NCC3CCCCC3)nn2c2ccccc21
4	-4	1	-2	28	-2	5	0	CCc1nc2ccccc2n2c(C)nnc12
16	-2	0	-54	19	8	3	4	COc1ccccc1CN1CCC(c2cc(=O)[nH]c(-c3cccnc3)n2)CC1
21	0	5	0	28	8	17	7	O=C(CN1CCC2(CCC1=O)CNC(=O)c1ccccc1O2)NC1CCCCC1 (stereo not drawn)
4	3	3	x	3	-1	x	0	CC(C)(C)c1ccc(S(=O)(=O)Nc2ccc3c(c2)CC(=O)N3)cc1

(cont.)
USP17 block	USP10 inh	UCHL1 inh	USP30 inh	USP8 block	OTUD3 block	USP28 block	USP7 block	Molecule
-1	1	-3	-8	5	-7	-8	0	COc1cc(CCC(=O)NC2CCCCC2)cc(OC)c1OC
1	0	2	24	1	16	14	2	CC1(C)C(=O)Nc2ccc(S(=O)(=O)NCc3ccc(F)cc3)cc21
-2	-1	0	6	-19	-1	2	2	CCOc1ccc(CN2CCC3(CC2)c2ncc(-c4cccnc4)n2CCN3C)cc1
-9	-8	-13	-275	-27	-24	-53	-21	O=c1ccc(-c2noc(-c3cccc4[nH]ccc34)n2)c[nH]1
-131	-5	-15	i	-11	-162	-190	-20	COC(=O)c1cc2c(ccn2C)n1CC(=O)N1CC(C)CC(C)C1 (stereo not drawn)
-8	1	-2	-15	-1	-3	-4	-9	Cc1cc(=O)n(CC(=O)N2CCCc3ccccc32)c(N2CCCCC2)n1

Compounds above that have fluorine, in the order listed:
USP17 block	USP10 inh	UCHL1 inh	USP30 inh	USP8 block	OTUD3 block	USP28 block	USP7 block	Molecule
0	2	1	23	2	0	1	9	NC(=O)CCNC(=O)c1cnc2n1CC(c1cccc(C(F)(F)F)c1)CC2 (stereo not drawn)
-8	3	3	2	6	-5	4	-1	Cc1nn(CC(=O)Nc2ccccn2)c2nc(C3CC3)cc(C(F)(F)F)c12
x	10	13	-7	-4	-6	33*	-167	Cc1nc(-c2ccccc2)n(Cc2ccc(F)cc2)c(=O)c1CCO
43*	5	2	27	24	9	16	9	Cc1ccsc1CNC(=O)Nc1ccc(C(F)(F)F)cc1
-6	4	3	-6	-51	-1	18	2	COc1ccc(NC(=O)N(Cc2ccc(F)cc2)Cc2cc3cc4c(cc3[nH]c2=O)OCCO4)cc1
-21	2	-3	x	-4	-9	x	-4	COc1ccccc1C(=O)NCC(=O)OCc1ccc(F)cc1
-4	4	-2	1	0	0	-4	0	COCCNC(=O)c1nc(Cn2c(C(F)F)nc3ccccc32)no1
-1	1	0	1	-5	0	0	-7	O=c1ccc(S(=O)(=O)N2CCCCC2)cn1Cc1ccc(F)cc1
1	-4	0	6	3	2	-2	-3	O=C(NCc1noc(C2CCCCC2)n1)c1ccccc1C(F)(F)F
1	0	2	24	1	16	14	2	CC1(C)C(=O)Nc2ccc(S(=O)(=O)NCc3ccc(F)cc3)cc21
